High-throughput results as filed in PubChem.
TAG inh – inhibitors of triacylglycerol accumulation | H9c2 cells, Nile Red lipid (TAG) fluorescence; cells loaded with 200 µM oleic acid | inhibition, % at 12.5 µM | hit rate 0.66% among 230,000 | AID 651582;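 active means pattern-corrected inhibition of lipid staining of at least 50% with the nuclear-stain viability signal not falling by more than 50%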;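 further: 0% = DMSO wells and 100% = triacsin C control wells; some results filed as inactive read as strong as hits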
TAG inh DAPI viability – second read-out of TAG inh, no call of its own (marks repeat the call); DAPI nuclei signal change (viability), lower = more cytotoxic, %;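 whole-well DAPI fluorescence read on a plate reader as a viability signal; minus 50 percent equals half of cells still viable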
* hit, by the source's call.

SMILES	TAG inh	TAG inh DAPI viability
CCCC1=C(C(=O)OCC)C(c2cc(Cl)cc(OC)c2OCC(=O)OCC)NC(=O)N1 (stereo not given)	-2	3
CCCc1c(C(=O)NNc2cccc(Cl)c2)cnn1-c1ccccc1	-10	5
COc1ccc(Nc2cc(=O)oc3ccccc23)cc1	52*	-15*
COc1cccc(NC(=O)CN(C)C(=O)[C@@H]2CCCN2C(=O)c2cccs2)c1	1	-8
NC(=O)c1cc([N+](=O)[O-])ccc1NCc1cnccn1	13	0
Cc1ccc(CNS(=O)(=O)c2ccc3c(c2)CCN3C(=O)CCCC(=O)O)cc1	-14	10
Cc1ccc(OCC(O)Cn2c(N)nc3c2c(=O)n(C)c(=O)n3C)cc1 (stereo not given)	-13	5
CCCNC(=O)CN(C1CCCCC1)S(C)(=O)=O	-7	0
CCc1ccc(-c2nc(SCC(=O)c3c(N)n(C4CC4)c(=O)[nH]c3=O)n[nH]2)cc1	-4	8
Cc1ccc(NC(=O)C2C3C=CC4(CN(Cc5cccnc5)C(=O)C24)O3)cc1F (stereo not given)	8	-2
CCCc1cc2c(cc1NC(=O)c1ccccc1Cl)OCO2	11	-11
COc1ccc(COC[C@H](C)[C@H](O)[C@@H](C)[C@H]2OC(=O)[C@@H]2C)cc1	-9	2
CCCCOC(=O)N1CCOCCOCCOCCOCC1	3	-3
CN1CCN(S(=O)(=O)c2cccc(C(=O)N(C)CC(=O)Nc3ccc(Cl)c(Cl)c3)c2)CC1	-16	8
O=C(O)CC1(CC(=O)NCc2ccccn2)CCCCC1	0	4
CC(=O)COC(=O)c1cccc(N2C(=O)C3C4C=CC(C4)C3C2=O)c1 (stereo not given)	-7	-5
COc1ccc(OCC(=O)Nc2ccncc2)cc1	-29	5
Clc1ccc2ncc(-c3nnnn3-c3ccccc3)c(-c3ccccc3)c2c1	-14	0
C=CCn1c(SCC(=O)N2CC(C)OC(C)C2)nnc1-c1ccncc1 (stereo not given)	16	-1
O=C1c2ccccc2C(=O)N1CCc1c[nH]c2ccc(O)cc12	6	-5
CCc1ccc(OCC(=O)NN2Cc3ccccc3C2=N)cc1	-8	9
COc1cccc(COC(=O)c2cc(S(=O)(=O)N3CCOCC3)ccc2Cl)c1OC	-9	-2
O=S(=O)([N-]c1nc2ccccc2nc1-[n+]1ccc(CCCc2ccccc2)cc1)c1cccs1	-5	-5
O=C1CN(C(=O)COC(=O)/C=C/c2ccc(S(=O)(=O)N3CCOCC3)cc2)c2ccccc2N1	5	-8
COc1ccccc1Nc1nc2nonc2nc1N1CCCCC1C (stereo not given)	-13	10
The results go on.
SMILES	TAG inh	TAG inh DAPI viability
Cc1noc(C)c1C(=O)N1CCC1(C)C(=O)NS(=O)(=O)c1ccc(C#N)cc1 (stereo not given)	15	-9
O=C(NCC1CCCO1)c1sc(=S)n2c1[nH]c(=O)c1ccc(C(=O)N3CCCCC3)cc12 (stereo not given)	11	-2
Cc1cc(=O)oc2cc(OCc3nnc(-c4ccccc4Br)o3)ccc12	13	-11
O=C(NC(=S)Nc1cccc(Cl)c1N1CCOCC1)c1cccs1	-16	11
CC1(C(=O)NS(=O)(=O)c2cccc(F)c2)CCN1C(=O)c1cccc2ccccc12 (stereo not given)	-3	2
OC(c1cccc(Cl)c1)c1nc(-c2ccc3c(c2)OCO3)cs1 (stereo not given)	-24	6
Cc1ccc(C)c(S(=O)(=O)Nc2ccc(C(=O)NCCCN(C)C)cc2)c1	-10	2
O=c1ccc2c(o1)/C(=C/C=C(Cl)Cl)CCC2	-1	9
CCCCC1CC(C)(C(=O)CSc2nc3ccccc3s2)OC1=O (stereo not given)	0	0
c1ccc(CNC2=NCCCC2)cc1	-1	-12
O=C(Cc1cccc(C(F)(F)F)c1)Nc1ccc(S(=O)(=O)N2CCCC2)cc1	-21	1
c1ccc2c(c1)oc1c(-c3cccc4nccn34)cccc12	-10	20
COC(=O)C1=NN(C(C)(C)CC(C)=O)C2C(=O)N(C3CCCCC3)C(=O)C12 (stereo not given)	-6	2
Cc1cc(C)nc(-n2ncc(C#N)c2N)n1	12	-5
COc1ccc(-c2ccc(CN3C(C)C(=O)N(Cc4cn(CCC5OCCCO5)nn4)CCS3(=O)=O)cc2)cc1 (stereo not given)	1	-7
COc1ccc(OCC(=O)N2CCN(c3nnc(-c4ccc(C)cc4)c4ccccc34)CC2)cc1	-3	-2
CC(=O)c1cccc(Nc2nc(-c3cccc([N+](=O)[O-])c3)cs2)c1	-45	13
O=C(Nc1cccc(-c2csc(Nc3cccc(C(F)(F)F)c3)n2)c1)c1ccccc1	38	4
O=C(Nc1ccc(F)cc1)C(Cc1ccccc1)n1cccc1 (stereo not given)	-32	3
O=S(=O)(c1ccc(F)cc1)N1CCC2(CC1)OCCO2	5	-11
CCN(CC)S(=O)(=O)c1cccc(-c2nnc(SCC(=O)c3cc(C)n(C4CC4)c3C)o2)c1	8	1
CC(C)Oc1ccc(C(=O)CCN2CCCCC2)cc1	12	-15
CC(C)c1cc(NC(=O)CSc2nnc(-c3ccccc3F)n2C)on1	2	-4
Cc1nc2ccc(S(=O)(=O)NC(C(=O)NC3CCCC3)C(C)C)cc2s1 (stereo not given)	11	-4
Cc1ccc(-c2cc(C(=O)Nc3ccc(S(=O)(=O)Nc4onc(C)c4C)cc3)c3ccccc3n2)cc1	10	-1

4 entries from above, in markdown.
| compound | TAG inh | TAG inh DAPI viability |
| --- | --- | --- |
| CCCCC1CC(C)(C(=O)CSc2nc3ccccc3s2)OC1=O (stereo not given) | 0 | 0 |
| c1ccc(CNC2=NCCCC2)cc1 | -1 | -12 |
| O=C(Cc1cccc(C(F)(F)F)c1)Nc1ccc(S(=O)(=O)N2CCCC2)cc1 | -21 | 1 |
| c1ccc2c(c1)oc1c(-c3cccc4nccn34)cccc12 | -10 | 20 |

Remaining list, next part
SMILES	TAG inh	TAG inh DAPI viability
Cc1ccc(S(=O)(=O)N2CCN(C(=O)COC(=O)c3cncc(Br)c3)CC2)c(C)c1	-16	5
CC(C)c1ccc(/C=c2\sc3n(c2=O)C(N)=C(C#N)C(c2ccc(C(C)C)cc2)C=3C(N)=O)cc1 (stereo not given)	124	-76
O=C(NCCCO)c1ccc2[nH]c3c(c2c1)CCCC3	-22	15
O=C(NCC(O)COc1ccc([N+](=O)[O-])cc1)Nc1ccccc1 (stereo not given)	-3	-4
C[C@@H]1CCCCO[C@H](CN(C)S(=O)(=O)c2ccc(F)cc2)[C@@H](C)CN([C@H](C)CO)C(=O)c2cc(NC(=O)Nc3ccc(C(F)(F)F)cc3)ccc2O1	46	-10
COc1cc(C(=O)N/N=C/c2ccc(OC(=O)c3ccccc3Cl)cc2)ccc1O	2	-6
CCC(=O)N(Cc1cc2ccccc2[nH]c1=O)c1ccc(OC)cc1	3	-10
Cc1nn(CCCC(=O)Nc2ccccn2)c(C)c1[N+](=O)[O-]	4	-6
COc1ccc(-n2nc3c(c2NC(=O)c2cc4ccccc4o2)CS(=O)(=O)C3)cc1	3	-3
Cc1ccccc1C(=O)N1CCN(c2ncnc3c2cnn3-c2ccccc2)CC1	6	6
CC(C)C[C@@H](CSc1ccc(Br)cc1)N1CCN(C)CCC1=O	-9	7
CC(Nc1c[nH]c(=O)[nH]c1=O)c1ccccc1 (stereo not given)	-5	3
COCCn1nnnc1C(CC(C)C)N1CCN(C(=O)c2ccco2)CC1 (stereo not given)	-9	6
COC(=O)CSC1=C(C#N)C(c2ccccc2F)CC(=O)N1 (stereo not given)	-1	-4
O=C(CCn1c(=O)sc2ccccc21)Nc1nccs1	13	-3
CC(=O)c1cc2c(cc1NC(=O)CSc1ncccn1)OCO2	-9	3
Cn1c(N2CCN(S(=O)(=O)c3ccc(F)cc3)CC2)nc2ccccc21	-4	6
Cc1cc(NC(=O)CSc2nc(N)c(NC(=O)c3ccccc3)c(=O)[nH]2)no1	-5	4
FC(F)(F)c1cc(-c2ccccc2)nc(N2CCCCCC2)n1	10	4
Cc1nc2c(ncn2-c2ccccc2)c(=O)n1NC(=O)CN1CCCC1	2	-3
O=c1[nH][nH]c(C(F)(F)F)c1C=NCc1cccc(Cl)c1	7	-11
O=C1CN(C(=O)COc2ccccc2)c2ccccc2N1	16	0
CC(=O)c1cccc(NC(=O)N2CCCC2C(=O)NCc2ccccc2)c1 (stereo not given)	-11	-22
Cc1nn(CC(O)COc2ccc3c(c2)CCC3)c(C)c1C (stereo not given)	1	3
O=C(CN1CCCCC1)Nc1cccc(Cl)c1	-4	7

Exported field by field: part of the list above.
SMILES: FC(F)(F)c1cc(-c2ccccc2)nc(N2CCCCCC2)n1
  TAG inh: 10
  TAG inh DAPI viability: 4
SMILES: Cc1nc2c(ncn2-c2ccccc2)c(=O)n1NC(=O)CN1CCCC1
  TAG inh: 2
  TAG inh DAPI viability: -3
SMILES: O=c1[nH][nH]c(C(F)(F)F)c1C=NCc1cccc(Cl)c1
  TAG inh: 7
  TAG inh DAPI viability: -11
SMILES: O=C1CN(C(=O)COc2ccccc2)c2ccccc2N1
  TAG inh: 16
  TAG inh DAPI viability: 0

Further compounds follow:
SMILES	TAG inh	TAG inh DAPI viability
CCn1cc(C(=O)Nc2ccc(OC)c(OC)c2)c2cc(OC)c(OC)cc2c1=O	-6	11
CCCCN(C)C(=O)c1nc2ccccn2c1CNCCCn1ncc2ccccc21	4	-2
CC(=O)c1c(C)[nH]c(C(=O)OCC(=O)N2CCN(S(=O)(=O)c3ccc(C)cc3)CC2)c1C	19	5
CCn1cc(CN2CCC(n3nccc3NC(=O)c3ccccc3C)CC2)c(C)n1	-11	4
O=C(COC(=O)c1ccc[nH]c1=O)NCCc1ccc(Cl)cc1Cl	6	-4
COC(=O)C1=C(N)Oc2cc(C)n(Cc3cccnc3)c(=O)c2C1c1ccc(OC)c(OC)c1OC (stereo not given)	-2	-1
CN(C)c1ccc(C(=O)Nc2ccc(O)c3c(=O)cc(-c4ccccc4Cl)oc23)cc1	0	2
OCCC1CN(Cc2ccc(-n3cccn3)cc2)CCN1Cc1ccccc1 (stereo not given)	-11	12
O=C(O)CC(NS(=O)(=O)c1c(F)cc(F)cc1Br)c1ccccc1Cl (stereo not given)	-4	-2
S=C(Nc1ccccc1)Nc1ccc(Br)cn1	-2	-4
Cc1cccc(Nc2c3c(nc4ccccc24)CCC3)c1	-32	9
Cc1ccc(S(=O)(=O)NC(=O)c2ccc(F)cc2)c(C)c1	-11	3
CC(C)CC(=O)N1CCC(O)(CS(=O)(=O)Cc2ccc(Cl)cc2)CC1	-23	-6
NC1C=CC=C(C(=O)O)C1 (stereo not given)	6	-3
O=C(O)c1ccc(-c2cccc(-c3nn4c(=O)cc(N5CCNCC5)nc4s3)c2)cc1	5	-4
O=C(CCl)N(c1ccccc1)c1ccccc1	21	-4
CCOC(=O)C1=C(C)Nc2nnnn2C1c1ccccc1Cl (stereo not given)	-10	0
COc1cc2c(CCNC(C)=O)c[nH]c2cc1Cl	-7	-1
Cc1cccc(CC(C)NC(=O)c2cc(COc3ccc(C)c(C)c3)on2)n1 (stereo not given)	0	-2
CCSc1ccc([C@@H]2[C@@H]3C(=O)N(C)C(=O)[C@@H]3[C@]3(C(=O)OC)CCCCN23)cc1OC	-11	1
CCN(C(=S)NC(=O)Cc1ccc(OC)cc1)c1ccccc1	-1	6
O=C(COC(=O)C1(c2ccc(F)cc2)CCCC1)N1CCNC1=O	-11	-2
COc1ccc(Sc2nc3ccccc3n3c(C(F)(F)F)nnc23)cc1	-2	1
CC(OC(=O)c1ccc(NC(=O)CC#N)cc1)C(=O)Nc1ccc2c(c1)OCCO2 (stereo not given)	0	5
COCCn1c(=NC(=O)CSC(C)=O)sc2cc(OC)ccc21	-11	3
Carrying on:
SMILES	TAG inh	TAG inh DAPI viability
OCC1CCCCN1CCNCc1cn[nH]c1-c1cccc2ccccc12 (stereo not given)	-4	17
COc1cc(-c2nnc(NC(=O)CS(=O)(=O)c3ccc(F)cc3)o2)cc(OC)c1OC	-6	-1
CC1CC(C)CN(CCCn2c(=S)[nH]c3ccccc3c2=O)C1 (stereo not given)	5	5
COc1ccc(CCNC(=O)COC(=O)CCC(=O)c2ccc(F)cc2)cc1OC	-5	13
CC(=O)Nc1cc([N+](=O)[O-])ccc1N1CCOCC1	-4	3
CC1Cc2ccccc2N1Cc1nc2cc(Cl)ccc2c(=O)[nH]1 (stereo not given)	15	-9
CSc1ncc(Cl)c(C(=O)Nc2ccccc2[N+](=O)[O-])n1	-3	0
COc1cccc(C=NNC(=O)c2ccncc2)c1O	39	-18
CC(C)c1ccc(N(CC(=O)NCCSCc2ccco2)S(C)(=O)=O)cc1	2	-3
Cc1ccc(NC(=O)c2ccc3nc[nH]c3c2)c(O)c1	15	3
CCOc1ccc(C2C(C(=O)Nc3ccc(F)cc3)=C(C)Nc3nc(CCCO)nn32)cc1 (stereo not given)	3	-10
Cc1c(NS(=O)(=O)c2cccc3nsnc23)c(=O)n(-c2ccccc2)n1C	0	6
COc1ccc(S(=O)(=O)n2nc(OC(=O)c3ccncc3)cc2N)cc1	-19	4
CCCCC(=O)N(C)c1c(CC)nc2c(OCc3cccc(Cl)c3)cccn12	5	-1
Cc1cc(SCC(=O)N(C)c2c(N)n(Cc3ccccc3)c(=O)[nH]c2=O)nc2ccccc12	-3	-7
Clc1ccc(COc2ccccc2-c2ccnc3ncnn23)cc1	7	5
COc1cccc(CN(C)C(=O)C2CSC3(C)CCC(=O)N23)c1OC (stereo not given)	9	-2

A stretch from further up:
SMILES	TAG inh	TAG inh DAPI viability
Cc1c(NS(=O)(=O)c2cccc3nsnc23)c(=O)n(-c2ccccc2)n1C	0	6
COc1ccc(S(=O)(=O)n2nc(OC(=O)c3ccncc3)cc2N)cc1	-19	4
CCCCC(=O)N(C)c1c(CC)nc2c(OCc3cccc(Cl)c3)cccn12	5	-1
Cc1cc(SCC(=O)N(C)c2c(N)n(Cc3ccccc3)c(=O)[nH]c2=O)nc2ccccc12	-3	-7
Clc1ccc(COc2ccccc2-c2ccnc3ncnn23)cc1	7	5
COc1cccc(CN(C)C(=O)C2CSC3(C)CCC(=O)N23)c1OC (stereo not given)	9	-2

Only part of the results is shown; the hit share may differ from the screen's.
